MEX-5 binding = C. elegans MEX-5 TCR-2 RNA binding activity. Q9XUB2. MEX-5/FITC-TCR2 RNA binding, fluorescence polarization; active compounds read low. activity score (negative = inhibition of binding), % at 10 µM. 300,000 compounds, 0.38% hits. AID 1832;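 active means inhibition past about -25% in most replicates, and total fluorescence under double the plate's negative control median, limit read from the data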;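 further: 0% = DMSO and -100% = 5 µM competing unlabeled TCR2 RNA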
Target sequence (Q9XUB2 whole entry, looked up): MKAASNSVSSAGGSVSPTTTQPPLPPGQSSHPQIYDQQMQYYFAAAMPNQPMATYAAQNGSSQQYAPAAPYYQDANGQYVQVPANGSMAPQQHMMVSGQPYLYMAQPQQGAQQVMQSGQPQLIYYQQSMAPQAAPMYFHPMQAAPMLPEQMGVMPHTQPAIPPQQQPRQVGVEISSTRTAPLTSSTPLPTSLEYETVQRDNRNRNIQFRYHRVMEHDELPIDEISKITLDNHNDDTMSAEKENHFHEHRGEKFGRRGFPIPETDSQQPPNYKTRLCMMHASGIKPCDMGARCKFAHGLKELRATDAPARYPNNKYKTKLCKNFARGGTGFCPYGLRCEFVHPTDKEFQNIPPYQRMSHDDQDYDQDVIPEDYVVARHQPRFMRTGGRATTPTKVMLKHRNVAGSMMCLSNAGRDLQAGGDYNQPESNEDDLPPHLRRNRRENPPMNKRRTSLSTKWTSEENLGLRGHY
Fam108B counter = blocks mouse Fam108B hydrolase in RBBP9 counter-screen | recombinant Fam108B, FP-Rh probe fluorescence polarization | inhibition, % at 9.51 µM | 300,000 compounds, 0.33% hits | AID 1947;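 active means inhibition above the screen mean inhibition plus 3 SD, computed separately per campaign, cut at about 18% in these data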;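 further: inhibitors lower polarization as less probe binds the enzyme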
MCL1-BIM inh = MCL1-BIM-BH3 interaction inhibition (human) | Q07820 | GST-MCL1 / FITC-Bim-BH3 fluorescence polarization | inhibition, % at 10.9 µM | 320,000 compounds, 0.68% hits | AID 2057;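 active means inhibition above the mean inhibition of all tested compounds plus 3 SD, set per campaign, cut at about 40% in these data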;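 further: 0% = DMSO wells and 100% = unlabeled Bim-BH3 peptide control; higher means more loss of mP so more displacement of Bim peptide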
Target sequence (Q07820 whole entry, looked up): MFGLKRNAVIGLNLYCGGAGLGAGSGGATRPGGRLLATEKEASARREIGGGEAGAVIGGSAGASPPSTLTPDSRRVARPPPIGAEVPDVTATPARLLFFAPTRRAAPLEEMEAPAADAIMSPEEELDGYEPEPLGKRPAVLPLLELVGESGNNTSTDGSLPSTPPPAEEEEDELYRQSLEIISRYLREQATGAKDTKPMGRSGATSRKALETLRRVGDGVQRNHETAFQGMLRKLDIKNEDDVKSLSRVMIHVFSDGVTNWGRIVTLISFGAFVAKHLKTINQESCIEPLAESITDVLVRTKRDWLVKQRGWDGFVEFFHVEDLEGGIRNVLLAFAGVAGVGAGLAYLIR
Bcl-xL primary = Bcl-xL (human) inhibition; GST-Bcl-xL / FITC-Bim BH3 peptide fluorescence polarization; inhibition, % at 10.9 µM; 320,000 compounds, 0.7% hits; AID 2129; Q07817;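 active means inhibition above the mean of all tested compounds plus 3 SD, cutoff set per campaign, cut at about 30% in these data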;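 further: 0% = DMSO wells and 100% = unlabeled Bim-BH3 peptide competitor; inhibitors lower millipolarization by displacing the labeled peptide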
Target sequence (Q07817 whole entry, looked up): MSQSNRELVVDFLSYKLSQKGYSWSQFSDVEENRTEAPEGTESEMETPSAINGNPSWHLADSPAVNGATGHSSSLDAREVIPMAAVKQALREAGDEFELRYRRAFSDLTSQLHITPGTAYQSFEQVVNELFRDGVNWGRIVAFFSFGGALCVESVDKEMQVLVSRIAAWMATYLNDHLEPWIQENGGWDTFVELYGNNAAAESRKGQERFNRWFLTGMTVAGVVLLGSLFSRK
CIT2-GFP yeast = alters CIT2-GFP fluorescence in TOR pathway yeast screen. S. cerevisiae CIT2-GFP strain, flow cytometry, 3 h; 100 means same as DMSO wells. GFP response vs DMSO, % at 10 µM. 320,000 compounds, 0.065% hits;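 active means GFP response relative to DMSO above a set limit, near the screen mean plus 3 SD, cut at about 150% in these data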;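 further: ratio of well median GFP fluorescence to mean of DMSO wells on the plate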
VLA-4 inh = inhibition in a human VLA-4 binding assay; AID 2557; 330,000 compounds, 0.2% hits; inhibition, % (about 7 µM as worked out from the volumes in the protocol); VLA-4 expressing cells, ligand binding flow cytometry; in the data active means inhibition above about 50%
GRK2 aptamer HTS = blocks RNA aptamer binding to human GRK2 | P25098 | bead flow cytometry, FAM-aptamer displacement from GRK2 | AID 488847 | inhibition of aptamer binding, % at 10 µM | 330,000 compounds, 0.59% hits;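 active means inhibition of aptamer binding above 40%, roughly 3 SD of noise, on plates passing a quality check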;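 further: median bead fluorescence of bound FAM aptamer so fluorescent compounds give negative values; no value below 0 was filed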
AGP1-GFP MLPCN = yeast TOR pathway AGP1-GFP modulation; AID 2066; S. cerevisiae AGP1-GFP multiplex flow cytometry, 3 h; GFP as percent of DMSO wells; 320,000 compounds, 0.02% hits; GFP response vs DMSO, % at 10 µM;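 active means GFP response relative to DMSO above a set limit, near screen average plus 3 SD, cut at about 150% in these data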;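 further: median GFP channel fluorescence of the gated AGP1 strain per well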
GLD-1 RNA inh = GLD-1-TGE RNA interaction inhibition (C. elegans); Q17339; purified GLD-1 + fluorescein TGE RNA, fluorescence polarization; inhibition, % at 5.96 µM; 320,000 compounds, 0.44% hits; AID 2280;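 active means percent inhibition above a per-plate cutoff, the plate mean of test compounds plus 3 SD, cut at about 30% in these data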;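 further: 0% = DMSO wells with GLD-1 and probe and 100% = wells lacking GLD-1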
The depositor's hits bear a star; x = no result given.

Start of the data: the first 4 entries (preview)
cpd	SMILES	MEX-5 binding	Fam108B counter	MCL1-BIM inh	Bcl-xL primary	CIT2-GFP yeast	VLA-4 inh	GRK2 aptamer HTS	AGP1-GFP MLPCN	GLD-1 RNA inh
1	O=C(OC1CCOC1=O)c1cc(S(=O)(=O)N2CCOCC2)c(Cl)cc1Cl (centres undefined)	x	x	-1.5	1.0	94.9	5.0	3.0	102.6	-10.8
2	CCOc1ccc(S(=O)(=O)N2CCC(C(=O)N3CCCCCC3)CC2)cc1Cl	1.4	-1.3	2.1	-2.4	x	1.4	0.0	100.2	3.4
3	C/C(=N/NC(=O)c1cccs1)c1cccs1	-0.5	0.0	-2.0	2.5	90.4	8.3	2.0	90.1	-9.4
4	COc1cccc(C(=O)Nc2nc3c(c(=O)[nH]2)CCCC3)c1	0.0	8.0	4.5	10.6	91.8	19.5	2.0	101.4	3.1

Results, from the start:
cpd	SMILES	MEX-5 binding	Fam108B counter	MCL1-BIM inh	Bcl-xL primary	CIT2-GFP yeast	VLA-4 inh	GRK2 aptamer HTS	AGP1-GFP MLPCN	GLD-1 RNA inh
1	O=C(OC1CCOC1=O)c1cc(S(=O)(=O)N2CCOCC2)c(Cl)cc1Cl (centres undefined)	x	x	-1.5	1.0	94.9	5.0	3.0	102.6	-10.8
2	CCOc1ccc(S(=O)(=O)N2CCC(C(=O)N3CCCCCC3)CC2)cc1Cl	1.4	-1.3	2.1	-2.4	x	1.4	0.0	100.2	3.4
3	C/C(=N/NC(=O)c1cccs1)c1cccs1	-0.5	0.0	-2.0	2.5	90.4	8.3	2.0	90.1	-9.4
4	COc1cccc(C(=O)Nc2nc3c(c(=O)[nH]2)CCCC3)c1	0.0	8.0	4.5	10.6	91.8	19.5	2.0	101.4	3.1
5	CC1CN(Cc2nc3c(c(=O)n(C)c(=O)n3C)n2CC(=O)c2ccccc2)CC(C)O1 (centres undefined)	-0.9	0.8	1.0	1.6	97.3	17.4	0.0	91.8	-7.2
6	COC(=O)Cn1c(=O)sc2ccccc21	0.5	-0.7	-5.0	-3.4	104.1	5.5	0.0	104.0	8.2
7	COc1ccc(S(=O)(=O)Nc2ccccc2C(=O)N2CCOCC2)cc1F	1.7	-3.8	12.7	-1.3	83.5	-2.7	2.0	91.0	8.8
8	COc1nc(C)ccc1-c1noc(-c2cccs2)n1	0.1	-0.8	2.8	2.9	93.2	-0.2	0.0	94.8	4.8
9	COc1ccc(OC)c(NS(=O)(=O)c2c(C(=O)N3CCCCCC3)c(C)n(C)c2C)c1	0.3	-4.1	4.1	0.5	98.2	4.8	2.0	94.6	-6.2
10	CC1CCCCC12NC(=O)N(CC(=O)N(C)Cc1nc3ccccc3c(=O)[nH]1)C2=O (centres undefined)	x	x	9.0	2.7	101.5	-2.6	0.0	92.5	-0.5
11	Cc1ccc(-n2ncc3c2CC(C)(C)CC3NC(=O)CCc2c(C)noc2C)cc1 (centres undefined)	1.3	x	x	x	103.8	4.9	1.0	89.3	x
12	CCN1CCN(C(=O)c2ccc3nc(-c4ccccc4)c(-c4ccccc4)nc3c2)CC1	0.7	-1.5	-1.8	-4.0	111.4	9.5	9.0	104.5	-4.6
13	CC1CCCC(NC(=O)CCNC(=O)c2ccc(Cl)cc2)C1C (centres undefined)	-2.1	7.8	-1.3	4.0	107.7	-15.2	0.0	101.5	-3.8
14	COc1cc(OC)cc(-c2c(C#Cc3ccsc3)c3cc(-c4ccc(N(C)C)nc4)ccc3n2C)c1	x	x	x	x	77.9	8.2	7.0	86.6	-2.8
15	COc1ccccc1OCCNC(=O)C(CCSC)NS(=O)(=O)c1ccccc1F (centres undefined)	-1.3	1.3	-1.8	-3.6	101.2	-0.1	0.0	102.4	3.0
16	O=C(OCC(=O)C12CC3CC(CC(C3)C1)C2)c1cccnc1Cl	1.0	0.8	8.8	1.3	88.1	4.2	4.0	99.5	8.8
17	CSc1ccc(CN(C)C(=O)C(c2ccccc2)c2ccccc2)cc1	-0.4	-2.7	-5.3	0.7	102.6	6.6	0.0	100.6	-2.7
18	Cc1cc(Cl)ccc1OCCCC(=O)Nc1ccc(S(=O)(=O)Nc2ncccn2)cc1	0.7	-2.0	-0.1	3.4	99.3	16.4	0.0	106.2	8.6
19	O=C(O)Cc1ccc(C(=O)c2cccs2)s1	0.4	0.2	1.5	4.5	101.0	2.3	2.0	97.7	2.4
20	Cc1ccc(NC(=O)CSc2nnc(C)c(=O)n2N)cc1Cl	-3.2	0.7	2.4	0.7	99.9	9.1	0.0	107.4	0.3
21	O=C(O)c1cccc(N/N=C/c2cccc3ccccc23)c1	-1.2	-0.4	-5.0	12.4	91.7	1.4	1.0	95.0	3.3
22	CC1Oc2ccccc2N(CC(=O)NC2CC2)C1=O (centres undefined)	-0.5	-2.9	0.4	1.0	111.2	7.7	2.0	94.3	-4.7
23	O=C(Oc1cc2oc(=O)cc(-c3ccccc3)c2cc1Cl)C1CCCCC1	-0.6	1.1	9.3	4.2	125.3	-3.9	3.0	79.0	6.3
24	COc1cccc(C2c3[nH]c4ccccc4c3C[C@H]3C(=O)N(c4ccccc4C(=O)N4CCC(C(=O)O)CC4)C(=O)N23)c1 (some centres undefined)	-5.6	-0.2	15.3	15.6	94.2	24.6	2.0	102.9	28.7
25	CCOC(=O)N1CCN(c2c(F)cc3[nH]c(=S)[nH]c3c2Br)CC1	0.6	1.3	-2.6	7.4	99.5	13.1	4.0	101.9	3.5
26	Cc1nnc(N2CCOCC2)c2nn(-c3cccc(Cl)c3)c(C)c12	-2.5	-6.5	-23.0	-6.2	111.9	-13.2	0.0	108.1	-45.1
27	COC(=O)c1c(-c2ccc(C(C)(C)C)cc2)csc1NC(=O)C1C2CCC(O2)C1C(=O)O (centres undefined)	x	2.5	10.1	6.9	99.8	-0.7	0.0	103.8	-2.2
28	COc1ccc(C(=O)COC(=O)Cn2nnc3ccccc32)cc1Br	-3.1	-0.6	-5.7	0.2	107.2	-9.8	4.0	112.7	-0.7
29	COc1ccccc1NC(=O)c1ccc(S(=O)(=O)N2CCC(C)CC2)cc1	-0.6	5.5	1.8	6.6	89.7	-1.9	0.0	95.7	-8.9
30	Cn1c(-c2csc(-c3ccccc3)n2)n[nH]c1=S	-1.2	1.3	-10.3	-25.7	102.2	5.8	1.0	92.0	-2.6
31	COC(=O)Nc1nnc(CC(=O)Nc2ccccc2C)s1	0.4	0.5	2.5	9.5	89.9	3.2	1.0	93.3	3.0
32	O=C1c2ccccc2S(=O)(=O)c2cc(C(=O)N3CCN(C(=O)c4ccccc4)CC3)ccc21	3.6	2.9	12.0	8.2	87.8	-3.1	0.0	92.3	2.4

Two compounds drawn at random from those above:
cpd	SMILES	MEX-5 binding	Fam108B counter	MCL1-BIM inh	Bcl-xL primary	CIT2-GFP yeast	VLA-4 inh	GRK2 aptamer HTS	AGP1-GFP MLPCN	GLD-1 RNA inh
21	O=C(O)c1cccc(N/N=C/c2cccc3ccccc23)c1	-1.2	-0.4	-5.0	12.4	91.7	1.4	1.0	95.0	3.3
14	COc1cc(OC)cc(-c2c(C#Cc3ccsc3)c3cc(-c4ccc(N(C)C)nc4)ccc3n2C)c1	x	x	x	x	77.9	8.2	7.0	86.6	-2.8

More entries
cpd	SMILES	MEX-5 binding	Fam108B counter	MCL1-BIM inh	Bcl-xL primary	CIT2-GFP yeast	VLA-4 inh	GRK2 aptamer HTS	AGP1-GFP MLPCN	GLD-1 RNA inh
33	CC(=O)Oc1ccccc1/C=C/c1nc2ccccc2c(=O)o1	-7.9	-2.7	14.2	11.4	93.7	-10.8	0.0	88.2	-1.1
34	C/C(CC(=O)NCc1ccco1)=N\NC(=O)COc1ccc(C)cc1	1.8	-6.4	-3.5	-2.3	95.4	12.6	0.0	100.0	2.9
35	CN(C)CCC(=O)C(Cc1ccccc1)c1ccccc1 (centres undefined)	x	3.8	4.6	8.2	100.0	-15.6	0.0	104.7	4.1
36	CCOC(=O)C1C(CC)NC(=S)NC1(C)O (centres undefined)	-2.4	3.4	-7.0	-4.5	111.7	13.1	2.0	119.4	7.1
37	Cc1cccnc1NC(=O)Cn1nc(-c2ccccc2)oc1=S	x	0.2	-17.1	-5.8	103.4	2.3	0.0	94.3	1.0
38	CCc1ccccc1NC(=O)CN1CCN(C(=O)CN2C(=O)NC3(CCCC3)C2=O)CC1	x	x	-11.3	-4.7	96.7	7.9	2.0	108.0	0.9
39	Cc1ccc(CNC(=O)C(CCC(N)=O)NC(=O)OCc2ccccc2)cc1 (centres undefined)	-3.1	6.6	6.1	0.6	100.9	15.2	1.0	98.6	5.5
40	COc1ccccc1N1CCN(c2cc(=O)n(Cc3ccc(F)cc3)c(=O)[nH]2)CC1	1.3	1.5	-5.2	-1.8	123.5	-13.9	0.0	108.7	-1.6
41	Cc1occc1C(=O)Nc1cccc(/C=C/C(=O)O)c1	0.8	-0.3	5.4	9.7	104.6	-3.4	5.0	98.1	4.5
42	CC(=O)NC12CC3CC(C1)CC(C(=O)OCC(=O)c1ccc4c(c1)OCCO4)(C3)C2	2.2	-7.0	-22.8	-2.5	106.5	11.9	2.0	106.9	4.7
43	O=C(C(c1ccccc1)c1ccccc1)N1CCN(Cc2ccccn2)CC1	0.7	2.2	0.7	-3.5	96.0	5.0	4.0	99.8	-9.9
44	CCCCN(C(=O)CNC(=O)c1cccs1)C(C(=O)NC1CCCCC1)c1cccnc1 (centres undefined)	1.7	-1.9	7.2	6.2	99.1	8.2	4.0	103.5	6.9
45	CC(C)c1nnc(SCC(=O)NCc2ccco2)n1C	-1.6	4.2	18.6	14.7	102.1	-5.3	3.0	96.2	12.5
46	COc1ccc(C(=O)N/N=C/c2cc3ccccc3[nH]c2=O)cc1	-7.8	-2.7	12.1	5.5	113.0	0.0	6.0	114.4	1.6
47	N=c1c(S(=O)(=O)c2ccccc2)cc2c(=O)n3ccccc3nc2n1Cc1ccco1	-6.8	-2.0	1.7	8.4	94.2	1.8	2.0	100.4	-2.0
48	Cc1cc(NC(=O)CC2Oc3ccccc3NC2=O)ccc1Br (centres undefined)	1.9	1.9	1.3	0.0	106.2	9.5	3.0	94.0	-3.1
49	C=CCn1c(CSCc2ccccc2)nnc1SCC(=O)NCc1ccccc1	2.0	-0.8	3.1	6.9	99.4	-1.9	0.0	102.4	-0.6
50	C=CCNC(=S)N/N=C/c1cn(C)c2ccccc12	-0.5	1.7	2.2	3.0	x	3.0	3.0	x	-6.0
51	CCOC(=O)C1CCCN(c2nc3ccccc3nc2NS(=O)(=O)c2ccc(C)cc2)C1 (centres undefined)	x	x	6.3	6.6	98.9	-9.9	0.0	91.8	6.6
52	CCOC(=O)Cc1csc(NC(=O)CCS(=O)(=O)Cc2ccccc2)n1	0.5	2.3	-2.1	6.3	113.3	11.2	1.0	101.1	-2.8
53	Cc1cc(-c2nn(-c3ccccc3)cc2/C=C2\SC(N)=NC2=O)ccc1OC(C)C	-2.9	-13.5	-5.5	-2.8	90.0	7.6	0.0	87.9	-1.1
54	NC(CC(=O)NC(c1ccccc1)(c1ccccc1)c1ccccc1)C(=O)O (centres undefined)	-1.0	3.6	5.0	7.1	108.2	6.6	0.0	99.6	3.6
55	CCOc1ccc(NC(=O)C2CCCN(S(=O)(=O)c3ccc4[nH]c(=O)ccc4c3)C2)cc1 (centres undefined)	-0.3	-9.1	-7.6	-5.0	109.8	27.9	2.0	101.0	7.7
56	CCOc1ccc(C(CC(=O)O)NC(=O)COc2ccccc2OC)cc1OC (centres undefined)	-1.6	-2.2	-3.9	1.6	103.1	7.7	1.0	100.5	0.4
